STEP inh = STEP phosphatase inhibitors, primary screen, biochemical, fluorescence intensity, uHTS; recombinant STEP, OMFP fluorogenic substrate; inhibition, % at 20 µM; 360,000 tested, 0.25% active; AID 588621, 2011;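 active = inhibition at 20 µM, scaled per plate between control wells, above about 37%, limit read from the data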;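 also: 0% = DMSO with enzyme and substrate and 100% = substrate only without enzyme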
Target sequence (P54829 whole entry, looked up): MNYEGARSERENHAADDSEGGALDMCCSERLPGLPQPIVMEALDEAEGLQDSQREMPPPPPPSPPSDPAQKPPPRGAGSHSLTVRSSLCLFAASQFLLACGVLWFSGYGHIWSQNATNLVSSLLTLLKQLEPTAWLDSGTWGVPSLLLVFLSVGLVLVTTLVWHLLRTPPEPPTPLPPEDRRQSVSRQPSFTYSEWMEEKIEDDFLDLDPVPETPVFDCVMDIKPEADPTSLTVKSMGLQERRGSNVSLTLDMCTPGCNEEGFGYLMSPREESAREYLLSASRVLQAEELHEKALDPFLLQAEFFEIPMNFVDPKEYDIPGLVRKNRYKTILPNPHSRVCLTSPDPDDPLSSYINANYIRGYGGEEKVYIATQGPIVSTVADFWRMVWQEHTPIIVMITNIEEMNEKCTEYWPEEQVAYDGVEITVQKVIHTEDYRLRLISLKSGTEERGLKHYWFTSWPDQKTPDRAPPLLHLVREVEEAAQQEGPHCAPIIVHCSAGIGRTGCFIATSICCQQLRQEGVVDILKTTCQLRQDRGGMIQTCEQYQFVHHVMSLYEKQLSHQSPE
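Material: STEP (striatal-enriched tyrosine phosphatase) enzyme, cell-free | Medium: 50 mM Bis-Tris pH 6.0 with 2.5 mM DTT and 0.005% Tween 20 | Read-out: Percent inhibition scaled to no-enzyme and uninhibited-enzyme controls, plate-pattern corrected | Signal: Fluorescence read at 480 nm ex / 540 nm em | Times: 20 min reaction, room temperature, in the dark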
LMPTP block = LMPTP phosphatase inhibitors, primary screen, biochemical, fluorescence intensity, uHTS. Low molecular weight phosphotyrosine protein phosphatase (Homo sapiens), P24666. recombinant LMPTP-A, OMFP fluorogenic substrate. inhibition, % at 20 µM. 360,000 tested, 0.22% active. AID 651560, 2012;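 active = compounds that cut the enzyme signal by at least half of the control window in the single-dose screen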;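 also: plate controls were DMSO wells with enzyme plus substrate for no effect and substrate without enzyme for full effect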
Target sequence (P24666 whole entry, looked up): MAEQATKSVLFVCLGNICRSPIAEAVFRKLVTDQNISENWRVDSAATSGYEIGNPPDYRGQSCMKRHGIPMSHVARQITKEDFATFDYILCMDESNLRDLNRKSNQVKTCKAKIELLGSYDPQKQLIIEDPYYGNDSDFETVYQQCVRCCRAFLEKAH
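Test system: LMPTP-A phosphatase enzyme; input: 0.625 nM LMPTP-A final; reagent: OMFP substrate, 400 µM final; compound dosing: 20 µM single dose, 3% DMSO; incubation: 50 min dark incubation at room temperature; measured by: endpoint fluorescence intensity from OMFP dephosphorylation; measure: % inhibition relative to no-enzyme and uninhibited control wells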
Tb MetRS inh = T. brucei MetRS inhibitors, primary screen, biochemical, luminescence. purified T. brucei MetRS, ATP depletion, Kinase-Glo luminescence. AID 624268, 2012. 360,000 tested, 0.4% active. inhibition, % at 11.9 µM;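 active = inhibition above a per-plate cutoff of the control wells' mean inhibition plus 3 SD, cut at about 5.5% in these data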;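 also: 0% = DMSO wells median and 100% = median of wells with control inhibitor compound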
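Test system – parasite MetRS enzyme · Reagent – substrates ATP, L-methionine and bulk Escherichia coli tRNA · Doses – 11.9 µM compound single dose, 0.9% DMSO · Times – 15 min enzyme-compound preincubation, 2 h reaction, 10 min detection, 25 °C · Signal – Kinase-Glo luminescence, ATP depletion format · Controls – DMSO-only wells as low control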
DNMT1 inh = human DNMT1 methyltransferase inhibitors, primary screen, biochemical, molecular beacon, fluorescence, HinP1I cleavage, uHTS; DNA (cytosine-5)-methyltransferase 1 (Homo sapiens), P26358; inhibition (reported as % activation of signal), % at 10 µM; 360,000 tested, 0.83% active; in the data active = inhibition above about 50%
SUMO1-SIM PPI = modulators of SUMO1 protein-protein interactions, primary screen, biochemical, uHTS; inhibition, % at 20 µM; 360,000 tested, 0.33% active; SUMO1 binding to a labelled peptide, TR-FRET, 1 h; AID 602429, 2012; in the data active = inhibition above about 37%
Target sequence (P63165 whole entry, looked up): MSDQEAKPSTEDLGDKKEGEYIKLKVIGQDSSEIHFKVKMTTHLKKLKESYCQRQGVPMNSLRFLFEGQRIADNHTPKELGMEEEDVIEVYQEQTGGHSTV
Scp1 inh = Scp-1 phosphatase inhibitors, primary screen, biochemical, colorimetric, uHTS; 340,000 tested, 0.88% active; Recombinant Scp1, phosphopeptide, malachite green phosphate absorbance; inhibition, % at 20 µM; AID 493091, 2011;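 active = inhibition above about 50% at 20 µM, limit read from the data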;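 also: plate controls were DMSO wells with enzyme for no effect and wells lacking enzyme for full effect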
Target sequence (Q9GZU7 76-261 limits assumed): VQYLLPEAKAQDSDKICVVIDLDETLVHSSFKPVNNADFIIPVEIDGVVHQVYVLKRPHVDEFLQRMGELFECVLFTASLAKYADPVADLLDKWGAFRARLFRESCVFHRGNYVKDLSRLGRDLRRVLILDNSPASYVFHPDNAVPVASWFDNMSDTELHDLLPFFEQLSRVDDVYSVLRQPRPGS
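Material: truncated SCP-1 phosphatase (76-261aa) / Buffer or medium: 50 mM Tris acetate pH 5.5, 0.005% Tween-20, 10 mM MgCl2 / Compound dosing: one concentration, 20 µM, with 1.0% DMSO / Incubation: 45 min room-temperature reaction, 5 min colour, 30 min stabiliser / Detection: colorimetric free-phosphate detection, absorbance 630 nm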
MLLE-PAM2 inh = inhibitors of PABP1 MLLE–PAM2 peptide binding, primary screen, biochemical, fluorescence polarization, FITC-PAM2, GST-MLLE. Polyadenylate-binding protein 1 (Homo sapiens), P11940. inhibition, % at 20 µM. 360,000 tested, 0.36% active. AID 588489, 2011; in the data active = inhibition above about 35%, passing the limit was not always enough;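 also: plate controls were DMSO wells with GST-MLLE for no effect and wells lacking GST-MLLE protein for full effect; some results filed as inactive read as strong as hits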
CSN deneddyl inh = inhibitors of CSN-mediated cullin deneddylation, primary screen, biochemical, fluorescence polarization, uHTS; COP9 signalosome complex subunit 5 (Homo sapiens), Q92905; Purified CSN, SCF-Nedd8-OG deneddylation; inhibition, % at 12.5 µM; 360,000 tested, 0.38% active; AID 651999, 2013;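 active = pattern-corrected inhibition above about 35%, with an unprinted fluorescence ratio check between 0.5 and 1.5, limit read from the data, passing the limit was not always enough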;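 also: 0% = enzyme with substrate and 100% = substrate without enzyme; some results filed as inactive read as strong as hits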
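Detection – fluorescence polarization · System – HEK293T-derived human Csn5 enzyme · Controls – substrate-only high control, full reaction low control · Timing – 90 min, room temperature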
Rpn11 block = Rpn11 (PSMD14) deubiquitinase inhibitors, primary screen, biochemical, fluorescence polarization, uHTS | 26S proteasome non-ATPase regulatory subunit 14 (Homo sapiens), O00487 | 360,000 tested, 0.59% active | calls only at 20 µM | human 26S proteasome, Ub4-pepOG fluorescence polarization; 20S core pre-blocked with epoxomicin | AID 588493, 2011;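 active = inhibition at 20 µM, scaled to each plate's controls, above about 33%, limit read from the data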
NadD block = inhibitors of S. aureus NadD, primary screen, biochemical, colorimetric, uHTS | 360,000 tested, 0.78% active | purified NadD enzyme, colorimetric absorbance read-out | inhibition, % at 20 µM | AID 602399, 2012 | Nicotinate-nucleotide adenylyltransferase NadD (Staphylococcus aureus N315); in the data active = inhibition above about 26%; also: some compounds past the cut are filed as inactive
* hit, by the source's call.

What do the screens show for `COc1ccccc1N=NC1C(=O)N(C(N)=S)N=C1C` (stereo not drawn)?
STEP inh: 1; LMPTP block: 1.1; Tb MetRS inh: 0.0; DNMT1 inh: -4; SUMO1-SIM PPI: -33; Scp1 inh: -5; MLLE-PAM2 inh: 12; CSN deneddyl inh: 0; Rpn11 block: inactive; NadD block: -2

What do the screens show for `CCOc1ccc(N=C(C)C2=C(O)c3ccccc3C2=O)cc1`?
STEP inh: 2; LMPTP block: 2.8; Tb MetRS inh: -0.2; DNMT1 inh: -1; SUMO1-SIM PPI: -20; Scp1 inh: -8; MLLE-PAM2 inh: -13; CSN deneddyl inh: 2; Rpn11 block: inactive; NadD block: -6

How did O=c1[nH]c(-[n+]2ccccc2)c(/C=N/NC([S-])=Nc2ccccc2)s1 do in these assays?
STEP inh: 0; LMPTP block: -3.4; Tb MetRS inh: 0.2; DNMT1 inh: 1; SUMO1-SIM PPI: -9; Scp1 inh: -7; MLLE-PAM2 inh: 114; CSN deneddyl inh: -15; Rpn11 block: inactive; NadD block: 1

What do the screens show for `COc1ccc(CNC(=O)C2CCCN(S(=O)(=O)c3ccc4c(c3)CCCN4C(C)=O)C2)cc1` (stereo not drawn)?
STEP inh: 0; LMPTP block: 0.1; Tb MetRS inh: -0.2; DNMT1 inh: -3; SUMO1-SIM PPI: 1; Scp1 inh: -2; MLLE-PAM2 inh: -26; CSN deneddyl inh: 4; Rpn11 block: inactive; NadD block: -5

What do the screens show for `O=C(Nc1nc(-c2cc(Cl)sc2Cl)cs1)c1ccc(Br)s1`?
STEP inh: 2; LMPTP block: 0.3; Tb MetRS inh: -0.8; DNMT1 inh: 26; SUMO1-SIM PPI: -1; Scp1 inh: 9; MLLE-PAM2 inh: 5; CSN deneddyl inh: 3; Rpn11 block: inactive; NadD block: 5

What do the screens show for `OC(COCCC12CC3CC(CC(C3)C1)C2)CN1CCCC1` (stereo not drawn)?
STEP inh: -3; LMPTP block: -0.1; Tb MetRS inh: -1.5; DNMT1 inh: 3; SUMO1-SIM PPI: -3; Scp1 inh: 6; MLLE-PAM2 inh: -2; CSN deneddyl inh: 1; Rpn11 block: inactive; NadD block: -4

How did CCOc1ccc(Br)cc1S(=O)(=O)Nc1ccccc1N1CCOCC1 do in these assays?
STEP inh: -7; LMPTP block: 2.9; Tb MetRS inh: 0.0; DNMT1 inh: -2; SUMO1-SIM PPI: -1; Scp1 inh: -5; MLLE-PAM2 inh: 2; CSN deneddyl inh: 3; Rpn11 block: inactive; NadD block: -1

How did Cc1ccc(C(=O)c2oc3ccccc3c2NC(=O)c2cc(-c3cc(C)ccc3O)n[nH]2)cc1 do in these assays?
STEP inh: 2; LMPTP block: 2.5; Tb MetRS inh: -0.4; DNMT1 inh: 12; SUMO1-SIM PPI: 0; Scp1 inh: -4; MLLE-PAM2 inh: 6; CSN deneddyl inh: 2; Rpn11 block: inactive; NadD block: 39*

Results for O=C(CCc1nc2sc3c(c2c(=O)[nH]1)CCCC3)NCCc1ccccc1 ?
STEP inh: 3; LMPTP block: 0.5; Tb MetRS inh: -0.1; DNMT1 inh: 6; SUMO1-SIM PPI: 3; Scp1 inh: 11; MLLE-PAM2 inh: -16; CSN deneddyl inh: 4; Rpn11 block: inactive; NadD block: -3

Results for COc1ccc(C2=NN(C(=O)CN3CCCC3)C(c3ccc(OC)cc3)C2)cc1 (stereo not drawn) ?
STEP inh: -1; LMPTP block: 3.6; Tb MetRS inh: -0.2; DNMT1 inh: -8; SUMO1-SIM PPI: -2; Scp1 inh: 4; MLLE-PAM2 inh: -8; CSN deneddyl inh: 1; Rpn11 block: inactive; NadD block: 0

Results for CN(Cc1ccco1)S(=O)(=O)c1cc(F)ccc1CN1C(=O)c2cccnc2C1=O ?
STEP inh: -3; LMPTP block: -0.8; Tb MetRS inh: 0.0; DNMT1 inh: -1; SUMO1-SIM PPI: -23; Scp1 inh: -11; MLLE-PAM2 inh: 8; CSN deneddyl inh: -2; Rpn11 block: inactive; NadD block: -2

What do the screens show for `O=C(NC(=S)Nc1ccc(Oc2ccc(Cl)cc2)cc1)c1ccccc1`?
STEP inh: 0; LMPTP block: 1.7; Tb MetRS inh: -0.4; DNMT1 inh: -2; SUMO1-SIM PPI: -1; Scp1 inh: -6; MLLE-PAM2 inh: 12; CSN deneddyl inh: -3; Rpn11 block: inactive; NadD block: -3

How did CN(Cc1ccc(C(F)(F)F)cc1)C(=O)c1ccc(Oc2ccccc2)cc1 do in these assays?
STEP inh: 2; LMPTP block: 5.4; Tb MetRS inh: 0.4; DNMT1 inh: -2; SUMO1-SIM PPI: 2; Scp1 inh: -16; MLLE-PAM2 inh: 6; CSN deneddyl inh: 3; Rpn11 block: inactive; NadD block: 6

How did COc1ccc(-c2nc(CCNC(=O)c3ccc(Br)o3)cs2)cc1 do in these assays?
STEP inh: 1; LMPTP block: 1.0; Tb MetRS inh: 0.0; DNMT1 inh: -4; SUMO1-SIM PPI: -8; Scp1 inh: 2; MLLE-PAM2 inh: 1; CSN deneddyl inh: -5; Rpn11 block: inactive; NadD block: -3

What do the screens show for `CCn1c(NCc2c[nH]c3ccccc23)nc2ccccc21`?
STEP inh: 1; LMPTP block: 3.8; Tb MetRS inh: 1.2; DNMT1 inh: -2; SUMO1-SIM PPI: -5; Scp1 inh: 3; MLLE-PAM2 inh: 4; CSN deneddyl inh: -5; Rpn11 block: inactive; NadD block: -5

Results for CN(C)c1ccc(C(c2ccc(N(C)C)cc2)c2ccc([N+](=O)[O-])cc2)cc1 ?
STEP inh: 4; LMPTP block: 3.4; Tb MetRS inh: -0.1; DNMT1 inh: -3; SUMO1-SIM PPI: -8; Scp1 inh: 6; MLLE-PAM2 inh: -7; CSN deneddyl inh: 3; Rpn11 block: inactive; NadD block: -1

What do the screens show for `COc1cc(/C=N/NC(=O)c2ccccc2)ccc1O`?
STEP inh: 0; LMPTP block: 0.4; Tb MetRS inh: -1.4; DNMT1 inh: -1; SUMO1-SIM PPI: -6; Scp1 inh: 2; MLLE-PAM2 inh: 5; CSN deneddyl inh: 6; Rpn11 block: inactive; NadD block: 1

What do the screens show for `O=Cc1c(N2CCC3(CC2)OCCO3)nc2ccccn2c1=O`?
STEP inh: 1; LMPTP block: -1.5; Tb MetRS inh: 0.0; DNMT1 inh: 4; SUMO1-SIM PPI: -12; Scp1 inh: -6; MLLE-PAM2 inh: 9; CSN deneddyl inh: -1; Rpn11 block: inactive; NadD block: -6

What do the screens show for `CC(=O)N=c1c(C#N)cc2c(=O)n3cccc(C)c3nc2n1CCCOC(C)C`?
STEP inh: 0; LMPTP block: 25; Tb MetRS inh: -1.1; DNMT1 inh: 41; SUMO1-SIM PPI: 7; Scp1 inh: -4; MLLE-PAM2 inh: -13; CSN deneddyl inh: 0; Rpn11 block: inactive; NadD block: 9

How did CC(=O)c1cccc(NC(=O)c2ccc(OC3CSC3)cc2)c1 do in these assays?
STEP inh: 1; LMPTP block: 0.8; Tb MetRS inh: -0.9; DNMT1 inh: -1; SUMO1-SIM PPI: -2; Scp1 inh: 2; MLLE-PAM2 inh: 5; CSN deneddyl inh: 4; Rpn11 block: inactive; NadD block: -8

How did Cc1ccc(-c2nc(C3CCN(S(=O)(=O)c4ccc(C(C)(C)C)cc4)CC3)no2)cc1 do in these assays?
STEP inh: 0; LMPTP block: 3.0; Tb MetRS inh: -0.8; DNMT1 inh: 4; SUMO1-SIM PPI: -4; Scp1 inh: -16; MLLE-PAM2 inh: 5; CSN deneddyl inh: 1; Rpn11 block: inactive; NadD block: -7

How did Cc1ccc(Oc2ccccc2/C=C/C(=O)O)cc1 do in these assays?
STEP inh: 9; LMPTP block: -0.1; Tb MetRS inh: -0.1; DNMT1 inh: -3; SUMO1-SIM PPI: -7; Scp1 inh: 1; MLLE-PAM2 inh: 0; CSN deneddyl inh: 0; Rpn11 block: inactive; NadD block: 5

What do the screens show for `N#C/C(=C\c1cccnc1)c1nc2ccccc2[nH]1`?
STEP inh: -2; LMPTP block: -0.7; Tb MetRS inh: 0.5; DNMT1 inh: -1; SUMO1-SIM PPI: -21; Scp1 inh: 15; MLLE-PAM2 inh: -16; CSN deneddyl inh: -1; Rpn11 block: inactive; NadD block: 2

Results for CCN(CC)CCn1c(=S)[nH]c2cc(Cl)ccc2c1=O ?
STEP inh: 4; LMPTP block: 0.0; Tb MetRS inh: -0.6; DNMT1 inh: 4; SUMO1-SIM PPI: -2; Scp1 inh: 10; MLLE-PAM2 inh: -14; CSN deneddyl inh: 0; Rpn11 block: inactive; NadD block: -6

How did CCOC(=O)CSc1nc2cc(C(=O)N3CCC(C(N)=O)CC3)ccc2c(=O)n1C1CCCCC1 do in these assays?
STEP inh: 3; LMPTP block: -1.8; Tb MetRS inh: -0.7; DNMT1 inh: -1; SUMO1-SIM PPI: -1; Scp1 inh: -1; MLLE-PAM2 inh: 2; CSN deneddyl inh: -6; Rpn11 block: inactive; NadD block: 4

Results for O=C(Nc1cccc(S(=O)(=O)N2CCCCCC2)c1)C1CCC1 ?
STEP inh: -3; LMPTP block: -1.8; Tb MetRS inh: -0.5; DNMT1 inh: 1; SUMO1-SIM PPI: 4; Scp1 inh: -2; MLLE-PAM2 inh: 5; CSN deneddyl inh: 1; Rpn11 block: inactive; NadD block: -9

Compound activity deposited in PubChem BioAssay by several laboratories.
